RXFP1 ag – agonists of human relaxin receptor RXFP1; Q9HBX9; HEK293T-RXFP1 cAMP TR-FRET, 30 min; response scale: percent of porcine relaxin response, buffer zero; Potency, µM (titrated, usually from 57.5 µM), for inactives: at the highest dose activation, actives largely listed as activators; hit rate 0.3% among 370,000; AID 2676; also: potency is read from the fitted curve at half-maximal effect; % is scaled to controls: 0 for no effect and ±100 for the full control effect; nearly all actives have a fitted effect of over 60% in size; many of its hits are not listed in these tables
Target sequence (Q9HBX9 whole entry, looked up): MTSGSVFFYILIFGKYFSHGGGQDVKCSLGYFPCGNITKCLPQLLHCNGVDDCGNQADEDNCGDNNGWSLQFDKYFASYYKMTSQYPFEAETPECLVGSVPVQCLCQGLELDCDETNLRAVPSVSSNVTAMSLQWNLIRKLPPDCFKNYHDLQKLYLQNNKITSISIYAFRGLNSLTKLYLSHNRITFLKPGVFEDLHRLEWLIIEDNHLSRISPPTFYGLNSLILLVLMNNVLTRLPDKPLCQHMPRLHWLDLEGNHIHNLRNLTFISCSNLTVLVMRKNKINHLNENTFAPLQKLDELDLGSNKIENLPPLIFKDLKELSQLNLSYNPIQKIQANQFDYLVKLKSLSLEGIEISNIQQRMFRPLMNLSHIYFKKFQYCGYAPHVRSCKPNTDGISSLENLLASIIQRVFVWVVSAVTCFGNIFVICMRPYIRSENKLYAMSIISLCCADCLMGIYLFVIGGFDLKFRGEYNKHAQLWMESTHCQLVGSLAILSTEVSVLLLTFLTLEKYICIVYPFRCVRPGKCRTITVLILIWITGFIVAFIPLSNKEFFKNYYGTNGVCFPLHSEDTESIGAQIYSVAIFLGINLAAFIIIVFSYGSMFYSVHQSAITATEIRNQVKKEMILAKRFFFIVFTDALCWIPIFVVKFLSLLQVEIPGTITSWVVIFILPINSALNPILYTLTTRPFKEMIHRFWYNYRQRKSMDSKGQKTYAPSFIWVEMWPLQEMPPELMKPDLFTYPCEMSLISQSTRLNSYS
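HEK293T cells stably expressing RXFP1 were pretreated with the PDE4 inhibitor Ro 20174, exposed to compounds for 30 min at 37C, lysed, and cAMP was read by TR-FRET. Data normalized to buffer (basal) and 29 nM porcine relaxin (100%).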
D1 ag – human D1 receptor agonism | hit rate 1% among 360,000 | HEK293 T-REx D1 cells, calcium flux, agonist mode | activation, % at 2 µM | P21728; in the data active = activation above about 30%; also: 0% is about no effect
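Tetracycline-induced HEK293 TREx D1 cells, force-coupled to calcium signalling, were dye-loaded with a no-wash calcium kit. Compound was pin-added after a 10 s baseline. Fluorescence was read kinetically at 1 cycle/s for 180 s, with calcium rises flagged as agonism.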
Vif-A3G inh – inhibitors of Vif-APOBEC3G interaction; HeLa A3G-eYFP + Vif (tagged APOBEC3G with the HIV-1 protein that degrades it), YFP fluorescence, overnight; Q9HC16; hit rate 0.076% among 410,000; Potency, µM (doses to about 46.1 µM), inactives show top-dose activity, negative = active, usual class: inhibitors;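 also: potency is read from the fitted curve at half-maximal effect; % is scaled to controls: 0 for no effect and ±100 for the full control effect; nearly all actives have a fitted effect of over 60% in size; hits raise eYFP signal because A3G escapes Vif-driven loss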
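Read-out is eYFP fluorescence (Ex 488/Em 500-530) from Vif-expressing HeLa A3G-eYFP cells; more signal means A3G escaped Vif-mediated degradation. Cells plated overnight, compound pinned in, incubated overnight at 37 deg C.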
D1 antag – antagonists of human D1 dopamine receptor; P21728; HEK293 TREx D1 cells, calcium flux, dopamine EC80; active compounds read low; activity change, negative = inhibition, % at 10 µM; hit rate 3.2% among 360,000; in the data active = activity change below about -30%; also: % is scaled to controls: 0 for no effect and ±100 for the full control effect
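Kinetic fluorescence of a calcium dye serves as the read-out. D1-expressing Hek293 Trex cells, induced overnight at 30 C, are exposed to compound for 180 s before an EC80 dopamine addition, then read 180 s further.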
D1 PAM – human D1 dopamine receptor positive modulation | potentiation, % at 10 µM | hit rate 0.036% among 360,000 | HEK293 TREx D1 cells, calcium flux, dopamine EC20 potentiation; in the data active = potentiation above about 30%; also: 0% is about no effect
D2 PAM – positive allosteric modulators of human D2 dopamine receptor | AID 485347 | hit rate 0.34% among 340,000 | potentiation, % at 10 µM | HEK293 T-REx D2, calcium flux, EC20 dopamine potentiation;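 active = potentiation over 3 SD above the plate norm, cut at about 30% in these data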; also: 0% is about no effect
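Potentiation of an EC20 dopamine calcium response is measured in a force-coupled, tetracycline-inducible Hek293 Trex D2 line. Compound-only kinetic reads over 180 s flag agonists before dopamine addition.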
Glioma ERSR ind – inducers of ER stress response in human glioma cells | U87-MG GRP78 promoter luciferase reporter, 16 h | Potency, µM, for inactives: at the highest dose activation, most hits filed as activators | hit rate 0.02% among 420,000; also: potency is read from the fitted curve at half-maximal effect; series mostly up to about 76 µM; % of control where 0% means no effect; nearly all actives have a fitted effect of over 35% in size
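ERSR induction read as luciferase luminescence (Bright-Glo, 10 min at room temperature) in stably transfected human U87-MG glioma cells exposed to compounds for 16 h, using GRP78 as sensor.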
Vif-A3F inh – Vif-A3F binding inhibition. HeLa A3F-eYFP + Vif (tagged APOBEC3F with the HIV-1 protein that degrades it), YFP fluorescence increase. Potency, µM (series often up to 46.1 µM), for the others: top-dose activity, negative = active. hit rate 0.2% among 390,000; also: potency is read from the fitted curve at half-maximal effect; % of control where 0% means no effect; nearly all actives have a fitted effect of over 65% in size
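Fluorescence increase (Ex 488/Em 500-530) after overnight compound treatment at 37 deg C flags inhibition of Vif-driven A3F-eYFP loss in stable HeLa A3F-eYFP/Vif cells seeded overnight beforehand.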
LDHA block – LDHA (human) enzyme inhibition; hit rate 0.15% among 480,000; P00338; AID 1347041; activity change, % (values are at about 110 or 230 µM); purified LDHA, NADH/diaphorase-resazurin fluorescence; active compounds read low; in the data active = activity change below about -30%; inconclusive = mostly about -25% to -30%;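 also: plate controls were DMSO wells for no effect and wells without enzyme for full effect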
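Remaining NADH was detected by diaphorase (0.133 mg/mL) converting 37 µM resazurin to fluorescent resorufin, read at 0 and 20 minutes. The preceding 5-minute room-temperature reaction used 2 nM LDHA, 0.2 mM sodium pyruvate and 0.06 mM NADH at pH 7.4.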
Active calls of the source: *; ? = inconclusive; · = no result given; & = joins results of further samples. Unless noted, calls follow the shape of the dose curve; as a rule, active = well fitted curve in the direction sought with a large enough effect; inconclusive = small, poorly fitted or top-dose-only effect, or another doubt; inactive = no such curve, though single readings can be large; an effect the other way counts as inactive or inconclusive. Not all compounds are listed (hit frequency here may not be typical).

Order of values – D2 PAM	RXFP1 ag	Vif-A3G inh	D1 PAM	D1 antag	LDHA block	Vif-A3F inh	D1 ag	Glioma ERSR ind
1	COCCNC(=O)c1ccc2c(=O)n(Cc3ccco3)c(SCC(=O)NC3CCCCC3)nc2c1
  -1	0.5%	-2%	-5	1	0	-6%	0	1%
2	CCOc1ccc(CNCCCSc2nnnn2C)cc1OC
  -9	-0.9%	2%	0	12	-6	1%	-1	-2%
3	COc1ccc(N(CC(=O)NC2CCCCC2)C(=O)CCCC(=O)Nc2ccccn2)cc1
  0	0.4%	-4%	0	-6	-7	-20%	2	-4%
4	Cc1ccccc1NC(=O)c1ccc2c(c1)C(=O)N(CCC(C)C)C2=O
  7	1.2%	1%	3	2	-4	2%	1	-5%
5	CS(=O)(=O)N(CC(=O)NCc1ccncc1)C1CCCCC1
  -7	-0.2%	1%	0	25	-9	-16%	7	-9%
6	O=C(Nc1ccc(Cl)cn1)C1CCN(c2ncnc3c2nc2n3CCCCC2)CC1
  -10	-4.1%	4%	-10	-25	-3	3%	5	-8%
7	CCOc1ccc(CCNC(=O)CCNS(=O)(=O)c2ccc3c(c2)CCN3C(C)=O)cc1OCC
  -1	4.5%	2%	-8	18	-2	2%	0	2%
8	CCNC(=O)c1c(NC(C)=O)sc2c1CCCC2
  20	-0.4%	-2%	-3	-5	-3	-1%	1	1%
9	CC(=O)NC12CC3CC(C1)CC(C(=O)OCC(=O)NC(=O)c1cccn1C)(C3)C2
  3	1.6%	0%	-4	-5	6	·	3	-1%
10	CCn1cc(C(=O)NCCCOC(C)C)c(=O)c2cc(S(=O)(=O)N3CCOCC3)ccc21
  -2&3	2.6%&3.6%	2%&-3%	2&-2	-7&-17	-2&-2	2%&-9%	3&0	-2%&-2%
11	CC1CCN(CCCNC(=O)c2cc3c(s2)-c2ccccc2OC3)CC1
  ·	15%	-2%	-22	-19	-2	0%	16	1%
12	Oc1c(C=NCc2ccc(F)cc2)[nH]c2ccc(Br)c(Cl)c12
  -2	3.7%	·	-2	-6	·	·	5	·
13	O=C(CSCC(=O)OCC(=O)c1ccc(Br)cc1)Nc1cccc2ccccc12
  1	0.1%	-7%	-7	-3	-2	-4%	3	-5%
14	CC(C)CC(=O)Nc1ccc2c3c(cccc13)CC2
  7	0.6%	0%	-1	-9	-3	0%	1	-2%
15	O=C(NCc1ccc2c(c1)OCO2)Nc1ccc(F)cc1
  -1	-0.5%	1%	-4	-16	0	0%	-1	1%
16	Cc1ccc(C)c(Cn2c(=O)n(CCC(=O)NCc3ccco3)c(=O)c3ccccc32)c1
  4	1.5%	2%	-1	12	-5	-3%	0	0%
17	CCSc1nc(O)c(C2OC(=O)c3c2ccc(OC)c3OC)c(=O)n1CC (centres undefined)
  25	3.7%	0%	5	-13	0	-17%	-1	-4%
18	COc1c(C)cc(Br)cc1C(=O)Nc1ccc(Cc2ccncc2)cc1
  2	0.8%	11%	-1	6	-2	-1%	5	-3%
19	C[C@H](CO)N1C[C@H](C)[C@@H](CN(C)S(=O)(=O)c2ccc(Oc3ccccc3)nc2)OCc2cnnn2CCCC1=O
  ·	·	1%	·	·	-5	-2%	·	-3%
20	COc1ccc(-c2cc(C(=O)N(C)Cc3ccccc3)no2)cc1OC
  11	-0.5%	0%	-6	2	1	-15%	3	1%
21	O=C(Nc1ccccc1)c1ccc2c(c1)OCCCO2
  0	-2.0%	0%	-4	-12	-1	7%	1	-12%
22	NNC(=O)c1ccc(-c2ccccc2F)cc1
  14	-0.9%	0%	-11	-27	-6	10%	2	5%
23	CCCCCOc1ccc(C(=O)OCC(=O)Nc2cc(C)on2)cc1
  -2	-0.2%	0%	6	-3	-4	7%	4	-2%
24	O=C1CC(c2ccccc2)c2c(n3ncnc3[nH]c2=O)N1 (centres undefined)
  5	1.0%	1%	1	20	-6	-10%	3	-3%
25	Cc1ccc(CN2C3=NCCCN3c3ccccc32)cc1
  3	2.4%	2%	-2	0	0&5	7%	4	-4%
26	O=C(CS(=O)(=O)c1ccccc1)N1CCc2ccccc21
  8	1.5%	-2%	-6	7	-9	-19%	-1	0%
27	CCCCN(CCCC)S(=O)(=O)c1ccc(N2CCCC2=O)c([N+](=O)[O-])c1
  ·	·	-6%	·	·	-3	0%	·	-7%
28	CCN(CC)C(=O)CSc1nc2ccccc2o1
  -15	-0.9%	-2%	3	-3	-2	-5%	0	-1%
29	CCOC(=O)N1CCN(C(=O)c2cnc(Nc3ccccc3OC)c3ccccc23)CC1
  -4	2.5%	1%	-1	-10	6	-5%	1	-4%
30	CCCC(C(=O)NCC1CCCO1)N(Cc1ccccc1)C(=O)CNS(=O)(=O)c1ccccc1 (centres undefined)
  -7	0.6%	-3%	-2	2	0	7%	1	-3%
31	COc1ccccc1CCc1nnc(CCC(=O)NC(C)Cn2nc(C)cc2C)o1 (centres undefined)
  2	-0.6%	1%	2	-8	-3	0%	1	-1%
32	CCOC(=O)c1cnc(-n2nc(C)cc2C)nc1-n1nc(C)cc1C
  2	0.7%	2%	-6	-6	9	5%	1	8%
33	CCNC(=O)O/N=C(\C)c1sc(-c2ccc(Cl)cc2)nc1C
  -7	-1.2%	-5%	-2	1	-4	-7%	1	1%
34	CCOC(=O)C1CCN(C(c2cc3c(C)ccc(C)c3[nH]c2=O)c2nnnn2C2CCCCC2)CC1 (centres undefined)
  8	2.5%	-1%	-5	6	2	-15%	1	-4%
35	COCCCNc1oc(/C=C/c2ccccc2)nc1C#N
  3	?	-11%	-6	-5	-4	-7%	1	-6%
36	CC(=O)c1ccc(N2CCCCCC2)c(F)c1
  -22	2.1%	-1%	-5	-6	-4	-2%	3	6%
37	COc1ccc(CNC(=O)Cn2cncn2)cc1OC
  2	1.1%	1%	0	3	-1	?	3	-1%
38	C=CCN(CC=C)C(=O)c1ccc(OC2CCN(C(C)=O)CC2)c(OC)c1
  7	0.4%	0%	3	-42*	0	-11%	4	0%
39	Cc1ccc(-c2[nH]ncc2C(=O)c2ccc(Br)cc2)c(O)c1
  -2	-2.3%	-12%	-7	-27	-9	?	8	-2%
40	COC(=O)c1ccccc1NC(NC(=O)c1ccco1)C(=O)c1ccc(C)cc1 (centres undefined)
  7	0.7%	3%	-2	5	-3	-5%	1	0%
41	Cc1ccc(N(CC(=O)Nc2ccc(Cl)cc2)S(=O)(=O)c2cccc3nonc23)cc1
  -6	2.7%	-4%	2	12	9	1%	4	-1%
42	CN(C)CCNc1nc2c(c(=O)[nH]c(=O)n2C)n1CCOc1ccccc1
  4	-1.9%	0%	-1	-5	1	0%	3	-3%
43	N#C/C(=C\c1ccc(OC(F)F)cc1)C(=O)N1CCCCC1
  -7	0.7%	0%	3	-16	-1	5%	2	14%
44	CCCCOc1ccc(CN2CCCCC2)cc1
  -10	-0.3%	1%	-3	4	1	0%	5	1%
45	Cc1cccc(NC(=O)CSc2nnc(CNC(=O)c3c(F)cccc3Cl)o2)c1C
  15	4.4%	-4%	0	-12	-5	-3%	2	-3%
46	CC(C)CCC(C)NC(=O)C1CCN(S(=O)(=O)/C=C/c2ccccc2)CC1 (centres undefined)
  5	2.6%	1%	-5	17	-13	1%	2	-3%
47	COc1ccc(CCNC(=O)CC(c2ccccc2)c2cccc(C)c2O)cc1OC (centres undefined)
  -12	1.4%	0%	-6	-24	-4	8%	2	-4%
48	CCC(=O)N1CCc2cc(S(=O)(=O)CCC(=O)N3CCN(c4cccc(Cl)c4)CC3)ccc21
  ·	4.4%	0%	-1	-20	-1	-2%	6	-1%

11 entries from above in a different format:
(1) COCCNC(=O)c1ccc2c(=O)n(Cc3ccco3)c(SCC(=O)NC3CCCCC3)nc2c1
(2) CCOc1ccc(CNCCCSc2nnnn2C)cc1OC
(3) COc1ccc(N(CC(=O)NC2CCCCC2)C(=O)CCCC(=O)Nc2ccccn2)cc1
(4) Cc1ccccc1NC(=O)c1ccc2c(c1)C(=O)N(CCC(C)C)C2=O
(5) CS(=O)(=O)N(CC(=O)NCc1ccncc1)C1CCCCC1
(6) O=C(Nc1ccc(Cl)cn1)C1CCN(c2ncnc3c2nc2n3CCCCC2)CC1
(7) CCOc1ccc(CCNC(=O)CCNS(=O)(=O)c2ccc3c(c2)CCN3C(C)=O)cc1OCC
(8) CCNC(=O)c1c(NC(C)=O)sc2c1CCCC2

| assay / entry | 1 | 2 | 3 | 4 | 5 | 6 | 7 | 8 |
| --- | --- | --- | --- | --- | --- | --- | --- | --- |
| D2 PAM | -1 | -9 | 0 | 7 | -7 | -10 | -1 | 20 |
| RXFP1 ag | 0.5% | -0.9% | 0.4% | 1.2% | -0.2% | -4.1% | 4.5% | -0.4% |
| Vif-A3G inh | -2% | 2% | -4% | 1% | 1% | 4% | 2% | -2% |
| D1 PAM | -5 | 0 | 0 | 3 | 0 | -10 | -8 | -3 |
| D1 antag | 1 | 12 | -6 | 2 | 25 | -25 | 18 | -5 |
| LDHA block | 0 | -6 | -7 | -4 | -9 | -3 | -2 | -3 |
| Vif-A3F inh | -6% | 1% | -20% | 2% | -16% | 3% | 2% | -1% |
| D1 ag | 0 | -1 | 2 | 1 | 7 | 5 | 0 | 1 |
| Glioma ERSR ind | 1% | -2% | -4% | -5% | -9% | -8% | 2% | 1% |

(9) CC(=O)NC12CC3CC(C1)CC(C(=O)OCC(=O)NC(=O)c1cccn1C)(C3)C2
(10) CCn1cc(C(=O)NCCCOC(C)C)c(=O)c2cc(S(=O)(=O)N3CCOCC3)ccc21
(11) CC1CCN(CCCNC(=O)c2cc3c(s2)-c2ccccc2OC3)CC1

| assay / entry | 9 | 10 | 11 |
| --- | --- | --- | --- |
| D2 PAM | 3 | -2&3 | · |
| RXFP1 ag | 1.6% | 2.6%&3.6% | 15% |
| Vif-A3G inh | 0% | 2%&-3% | -2% |
| D1 PAM | -4 | 2&-2 | -22 |
| D1 antag | -5 | -7&-17 | -19 |
| LDHA block | 6 | -2&-2 | -2 |
| Vif-A3F inh | · | 2%&-9% | 0% |
| D1 ag | 3 | 3&0 | 16 |
| Glioma ERSR ind | -1% | -2%&-2% | 1% |

Source: PubChem
